# NR3A LBD binder – binders of NR3A ligand-binding domain, primary screen, biophysical, differential scanning fluorimetry, uHTS; Glutamate receptor ionotropic, NMDA 3A (GRIN3A) ligand-binding domain; NR3A LBD differential scanning fluorimetry, Tm shift; 0% = protein alone, 100% = glycine-bound protein; 2.5% of 340,000 active; Tm shift relative to glycine control, % at 25 µM;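 active = melting temperature shift of at least 10% of the positive control shift, at one fixed dose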
# tim10-1 inh – growth inhibitors of tim10-1 mutant yeast, primary screen, luminescence, uHTS. S. cerevisiae tim10-1 ts strain growth, BacTiter-Glo, 24 h. inhibition, % at 20 µM. 2.2% of 330,000 active;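 active = inhibition of at least 40%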;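 also: mutant grown at 25 °C; 0% = DMSO wells with yeast and 100% = wells holding no yeast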
# NLRP3 yeast inh – NALP3 inflammasome inhibitors in reconstituted yeast, primary screen, luminescence, uHTS; Yeast reconstituted NLRP3/ASC/caspase-1, beta-gal luminescence, 24 h; inhibition, % at 10 µM; 0.39% of 330,000 active;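 active = inhibition of 50% or more; inactive = inhibition below 50%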;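 also: plate controls were induced DMSO wells for no effect and uninduced yeast grown without galactose for full effect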
# MPTP inh – mitochondrial permeability transition pore inhibitors, primary screen, biochemical, isolated mouse mitochondria, absorbance; Ca2+ swelling absorbance, 30 min; inhibition, % at 10 µM; 1.4% of 360,000 active; AID 602449, 2012;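 active = inhibition of 50% or more, scaled per plate between neutral and stimulator controls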;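 also: 0% = DMSO wells given calcium and 100% = 1 mM EGTA wells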
# APJ antag – antagonists of human apelin receptor APJ, primary screen, CHO-K1 cells, beta-arrestin complementation, luminescence. AID 2521, 2010. inhibition, % at 20 µM. 0.32% of 330,000 active. P35414;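 active = inhibition above about 40% at 20 µM, limit read from the data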;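 also: cells challenged with 10 nM apelin-13 agonist together with compound; plate controls were apelin-13 plus DMSO wells for no effect and DMSO wells lacking apelin-13 for full effect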
# Target sequence (P35414 whole entry, looked up): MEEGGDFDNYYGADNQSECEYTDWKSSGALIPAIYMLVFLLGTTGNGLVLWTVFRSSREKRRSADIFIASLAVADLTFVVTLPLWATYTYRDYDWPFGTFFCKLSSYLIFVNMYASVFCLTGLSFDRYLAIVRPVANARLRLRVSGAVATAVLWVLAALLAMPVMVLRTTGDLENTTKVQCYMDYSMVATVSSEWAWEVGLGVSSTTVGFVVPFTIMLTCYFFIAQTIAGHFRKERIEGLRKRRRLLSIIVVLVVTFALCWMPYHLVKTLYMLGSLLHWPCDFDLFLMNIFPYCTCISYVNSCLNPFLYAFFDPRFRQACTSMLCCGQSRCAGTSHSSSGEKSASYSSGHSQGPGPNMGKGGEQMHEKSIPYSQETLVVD
# APJ ag – agonists of human apelin receptor APJ, primary screen, CHO-K1 cells, PathHunter beta-arrestin, luminescence. P35414. 0% DMSO wells, 100% apelin. activation, % at 20 µM. 0.11% of 330,000 active. AID 2520, 2010;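 active = activation more than six SD over the plate average, tested at 20 µM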;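 also: 0% = DMSO alone and 100% = apelin-13 at 10 nM; some results filed as inactive read as strong as hits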
#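 Material: CHO-K1 APJ beta-arrestin complementation cell line; Input: cell density 1000 per well; Incubation: compound stimulation 90 min at 25 °C, detection 60 min; Signal: luminescence from split beta-galactosidase complementation, Galacton Star/Emerald II substrate; Controls: DMSO-only wells as negative, 10 nM Apelin-13 as positive control.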
# beta cell repl – inducers of MIN6 beta-cell proliferation, primary screen, ATP luminescence, uHTS; MIN6 cells proliferation, ATPlite luminescence, 48 h; cells starved in 0.2% serum; 100% = growth in 10% serum; proliferation, % at 10 µM; 0.29% of 330,000 active; AID 2380, 2010;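 active = compounds whose signal lies at least 3.5 SD above the mean of all wells on their plate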;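 also: 0% = DMSO-treated cells in low-serum medium and 100% = 10% serum control; some compounds called inactive have numbers as strong as hits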
# tim23-1 inh – growth inhibitors of tim23-1 mutant yeast, primary screen, luminescence, uHTS; 1.3% of 330,000 active; inhibition, % at 20 µM; AID 463212, 2010; S. cerevisiae tim23-1 growth, BacTiter-Glo luminescence, 24 h;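 active = growth inhibition of the mutant yeast at or above 50%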;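 also: temperature-sensitive mutant grown at 25 °C; plate controls were DMSO-treated mutant yeast for no effect and medium wells lacking yeast for full effect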
# TIM10 inh – growth inhibitors of isogenic TIM10 control yeast, primary screen, counter-screen for tim10-1 yeast inhibitor project, luminescence, uHTS. 1.4% of 330,000 active. inhibition, % at 10 µM. AID 463195, 2010. S. cerevisiae TIM10 strain growth, BacTiter-Glo luminescence, 24 h;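 active = inhibition of 40% or more at the single tested concentration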;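 also: wild-type TIM10 isogenic control strain grown at permissive 25 °C; 0% = DMSO yeast wells and 100% = minimal medium wells without yeast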
# An asterisk follows results filed as active; . = no result given.
SMILES,NR3A LBD binder,tim10-1 inh,NLRP3 yeast inh,MPTP inh,APJ antag,APJ ag,beta cell repl,tim23-1 inh,TIM10 inh
Cc1ccc(S(=O)(=O)N2CCN(c3ncnc4sccc34)CC2)cc1,-26,25,48,82*,-21,18,-7,48,7
OC1(Cc2ccccc2)CCNCC1,-1,-18,14,-0.7,-1,-4,-2,3,-12
COc1ccc(N2C(=O)C3[C@@H](C2=O)C2(Cl)C(Cl)=C(Cl)C3(Cl)C2(OC)OC)cc1 (stereo partly drawn),-11,22,31,0.8,-7,-3,-2,40,29
CCCC(=O)N(CCN1CCOCC1)c1nc2c(C)ccc(C)c2s1,4,42*,11,2.4,18,-3,4,29,5
Cc1cccc(Oc2cnn(C(C)(C)C)c(=O)c2Cl)c1,1,19,-6,62*,2,-2,-4,41,9
COc1cccc(OC)c1OCCNCCO,2,16,4,-0.9,-19,-4,-2,9,-3
CCOC(=O)N1CCN(c2c(NCCCOC(C)C)c(=O)c2=O)CC1,1,5,9,-0.1,-43,0,-1,11,2
CCCN1CCC(NC(=S)Nc2ccc(S(N)(=O)=O)cc2)CC1,-1,1,-1,0.1,-1,-5,-1,20,-3
CCCCN(C(=O)c1ccc(COc2ccccc2)o1)c1c(N)n(CC(C)C)c(=O)[nH]c1=O,-1,1,15,6.2,21,-3,2,9,0
CCCOP(=O)(OCCC)C(NC(=O)C(C)(C)C)c1ccccc1 (stereo not drawn),1,29,0,2.5,-4,-3,-3,10,23
COc1ccc(C)cc1-n1nnnc1SCC(=O)NC(=O)NCc1ccco1,1,15,14,0.5,2,-2,0,-1,6
CCC(=O)Nc1c(-c2ccc(C)cc2)c(=O)c2ccccc2n1C,2,17,-13,-0.4,12,-4,-3,14,-8
COc1ccc(N2CCN(C(=O)CCN3C(=O)C4C5C=CC(C5)C4C3=O)CC2)cc1 (stereo not drawn),-1,12,-12,1.1,5,-4,-3,3,14
CCN1CCc2c(OCc3ccc(C)cc3)cccc2C1=O,0,19,18,-1.1,-1,-3,-1,37,-5
O=C(Nc1ccc(N2CCCC2)c(Cl)c1)c1cccnc1,-3,22,28,-2.6,-20,1,-4,27,14
COc1ccc(CNC2CCCc3ccccc32)cc1OC (stereo not drawn),-4,-4,17,61*,6,-1,0,3,-4
O=C(NCc1ccc2c(c1)OCO2)C1CCN(S(=O)(=O)c2ccc(F)cc2)CC1,0,0,10,-1.3,8,-5,0,6,-4
COc1ccc(N2CCN(CC(=O)Nc3nc(C)cs3)CC2)cc1,0,-20,12,0.5,-2,0,-3,-2,-3
COc1ccc(OCCNC(=O)C(c2ccccc2)c2ccccc2)cc1,0,8,-5,0.9,-6,-3,-5,6,12
Cc1ccc(C(=O)N/N=C\c2cccs2)cn1,-2,0,5,-0.9,14,-3,0,-8,13
CC(=O)c1ccc(OCCCC(=O)Nc2ccc(C)c(S(=O)(=O)N3CCOCC3)c2)cc1,1,-3,19,-0.7,9,2,5,9,-2
CCOCCCNC(=O)CN1C(=O)COc2ccc(S(=O)(=O)N3CCOCC3)cc21,1,-13,5,-1.4,12,-5,1,-2,2
COc1ccc(C(C)=O)cc1COC(=O)c1cc(C)oc1C,1,13,37,-4.1,14,2,4,4,-12
CC(=O)Nc1ccc(C(=O)OCC(=O)N2CCCC2=O)cc1,0,0,8,-2.4,13,-1,-3,0,7
O=C(Nc1ccc2nc3n(c(=O)c2c1)CCCCC3)c1ccccc1Cl,0,5,5,-1.4,-4,0,0,22,11
Cc1ccc(CNc2nc3c([nH]2)c(=O)n(C)c(=O)n3C)cc1,-1,8,-4,4.2,4,-2,2,4,2
CCC(C)CCN1C(N(C)C)=NC[C@@H]1Cc1ccccc1 (stereo partly drawn),1,-23,0,0.1,-51,-4,-3,-9,-8
O=C(Nc1ccc(S(=O)(=O)N2CCOCC2)cc1)C1CC(=O)N(c2ccc(F)cc2)C1 (stereo not drawn),-2,8,20,0.0,9,-1,0,18,-16
O=C(CSc1nc(-c2ccccc2)nc2c1CCCC2)N1CCOCC1,0,20,18,-1.7,12,0,0,13,4
CC(=O)n1cc([C@@H]2C=C(C(=O)N3CCN(Cc4ccc5c(c4)OCO5)CC3)O[C@H](OCCCCO)C2)c2ccccc21,1,-6,7,-0.6,5,3,9,4,-12
COc1ccccc1N(CN1CCCC1=O)C(=O)COc1ccccc1,4,11,9,-2.1,14,-3,1,7,5
N#C/C(=C/c1ccc(-c2ccccc2[N+](=O)[O-])o1)C(=O)NCCN1CCCCC1,0,-5,5,4.3,-10,3,-3,3,7
COCCNC(=O)C(OC(=O)c1nsc(Cl)c1Cl)C(C)C (stereo not drawn),1,15,0,-0.6,2,-3,0,17,-7
O=C(N/N=C/c1coc2ccc(Cl)cc2c1=O)c1cc(O)cc(O)c1,-4,16,12,2.2,0,3,-3,72*,7
O=S(=O)(c1ccccc1)c1nc(-c2ccccc2Cl)oc1NCCCN1CCOCC1,3,15,9,-0.9,2,-3,0,19,13
O=C(c1cccc2c1C(=O)N(Cc1cccnc1)C2)N1CCN(c2ccccc2)CC1,2,17,8,-2.3,1,-2,2,8,-3
FC(F)(F)c1cccc(-c2noc(CN3CCOCC3)n2)c1,-3,15,2,-3.7,4,-1,0,10,11
CC(C(=O)Nc1ccc(F)c(F)c1)N1CCN(C)CC1 (stereo not drawn),0,4,13,-0.5,-5,-3,-1,6,-11
CC1CCN(CC(CS(=O)(=O)c2ccc([N+](=O)[O-])cc2)N2CCC(C)CC2)CC1 (stereo not drawn),-1,45*,24,0.5,-18,1,-6,43,60*
O=C(O)Cn1ccc2cc(S(=O)(=O)N3CCCCCC3)ccc21,0,1,13,-1.1,22,-4,-1,-7,-4
COc1ccc2nc(NC(=O)C3CC(=O)N(c4ccccc4)C3)sc2c1 (stereo not drawn),-2,5,8,1.2,-27,-3,-2,26,-15
O=S(=O)(NCCCCCNS(=O)(=O)c1ccc(F)cc1)c1ccc(F)cc1,0,9,7,3.9,-2,-13,-1,-6,7
O=C(/C=C/NNC(=O)c1ccc(Br)cc1)c1ccccc1,-2,18,7,4.8,-3,-1,-5,28,5
Cc1ccc(N2CC(C(=O)Nc3cccnc3)CC2=O)cc1Cl (stereo not drawn),-4,6,15,-2.6,-10,-2,0,7,-15
O=C(NCC(=O)N1CCC(N2CCCCC2)CC1)C1CCCCC1,0,2,13,0.4,-9,-2,0,1,-13
Cc1ccc(S(=O)(=O)N2CCCOC2CNC(=O)C(=O)NCCN2CCOCC2)cc1 (stereo not drawn),-1,0,-1,-0.8,30,2,-3,-1,6
CCN(C(=O)c1cc2c(=O)n3ccccc3nc2n1CCCOC)C1CCCCC1,-2,30,4,-0.5,30,0,-2,29,3
Cn1c(=O)c2c(nc(OCCc3ccccc3)n2C)n(C)c1=O,.,3,7,0.2,7,-4,3,38,10

# Five entries from above, with bars between the fields:
compound | NR3A LBD binder | tim10-1 inh | NLRP3 yeast inh | MPTP inh | APJ antag | APJ ag | beta cell repl | tim23-1 inh | TIM10 inh
O=C(O)Cn1ccc2cc(S(=O)(=O)N3CCCCCC3)ccc21 | 0 | 1 | 13 | -1.1 | 22 | -4 | -1 | -7 | -4
COc1ccc2nc(NC(=O)C3CC(=O)N(c4ccccc4)C3)sc2c1 (stereo not drawn) | -2 | 5 | 8 | 1.2 | -27 | -3 | -2 | 26 | -15
O=S(=O)(NCCCCCNS(=O)(=O)c1ccc(F)cc1)c1ccc(F)cc1 | 0 | 9 | 7 | 3.9 | -2 | -13 | -1 | -6 | 7
O=C(/C=C/NNC(=O)c1ccc(Br)cc1)c1ccccc1 | -2 | 18 | 7 | 4.8 | -3 | -1 | -5 | 28 | 5
Cc1ccc(N2CC(C(=O)Nc3cccnc3)CC2=O)cc1Cl (stereo not drawn) | -4 | 6 | 15 | -2.6 | -10 | -2 | 0 | 7 | -15

# (next part)
SMILES,NR3A LBD binder,tim10-1 inh,NLRP3 yeast inh,MPTP inh,APJ antag,APJ ag,beta cell repl,tim23-1 inh,TIM10 inh
O=S(=O)(c1ccccc1)N1CCN(S(=O)(=O)N2CCCCCC2)CC1,1,-1,26,-0.8,19,1,-2,10,-1
O=C(Oc1c(CN2CCOCC2)cc(Cl)c2cccnc12)c1ccccc1F,-1,39,47,-3.5,14,1,-6,25,25
CCN1C(=NCCc2ccccn2)N[C@@H](c2cccc(C(F)(F)F)c2)C(C(=O)OC)=C1C,2,-9,5,-1.7,20,-5,-3,-3,-5
CCc1ccc(NC(=O)c2ccccc2NC(=O)C2CCCO2)cc1 (stereo not drawn),0,30,-13,-0.9,-30,-5,-4,23,25
O=C(O)CC1(O)C(=O)N(Cc2ccccc2)c2ccccc21 (stereo not drawn),-2,7,-13,-1.3,2,0,0,4,-8
CCOc1ccc(NS(=O)(=O)c2ccc(OCC(=O)NCCCOC)cc2)cc1,3,-7,10,-0.3,25,-3,2,5,-11
CN(CCC#N)C(=O)COC(=O)/C=C/c1ccc2c(c1)OCO2,-1,-7,16,-1.2,3,-2,-2,9,-4
Cc1nc(N/N=C/c2ccc(O)cc2)c2cnn(-c3ccccc3)c2n1,12*,28,30,2.3,4,-1,-5,31,38
Cc1ccc(Cn2cnc3c(cnn3-c3ccc(F)cc3)c2=O)cc1,-1,5,11,3.2,-19,-3,0,-5,9
CCCCNS(=O)(=O)c1ccc2nc(SCC(=O)c3ccccc3OC)[nH]c2c1,-8,12,3,0.7,2,3,2,6,10
Cc1nnc(SCC(=O)Nc2ccccc2C(=O)NC2CC2)s1,4,9,8,3.4,6,0,0,0,9
COC(=O)Nc1sccc1C(=O)Nc1sccc1C(=O)OC,-1,20,1,-1.8,-14,-3,-3,-11,2
COCCn1c(SCC(=O)c2c(N)n(C)c(=O)n(C)c2=O)nc2ccccc21,0,2,13,-0.2,12,-3,-3,2,8
Cc1cc(C)c(C(=O)CC(=O)c2ccccc2Cl)c(O)c1,-3,48*,30,1.8,-9,-1,-4,65*,39
Clc1ccc(-c2nnc(-c3ccccc3)o2)c(Cl)c1,-1,17,29,2.9,1,-2,-5,24,9
CC(C)n1c(-c2cccnc2)nc2cnccc21,0,-9,-1,2.4,5,2,-3,22,-22
Cc1cc(NC(=O)c2cncc(Br)c2)ccc1NC(=O)c1cc2ccccc2o1,8,-4,6,-1.9,-2,9,-3,-1,-2
C#CCOCCOCCOCCNc1nc(N2CCN(C(=O)[C@H](CCCCN)n3cc([C@@H](N)C(C)CC)nn3)CC2)nc(N2CCN(C(=O)[C@H](Cc3ccc(O)cc3)n3cc([C@@H](N)C(C)CC)nn3)CC2)n1 (stereo partly drawn),3,-18,-21,6.6,6,5,9,8,14
O=C(NCCN1CCN(C(=O)c2cccc(OC(F)F)c2)CC1)c1cccc(OC(F)F)c1,2,-6,13,0.0,11,0,-2,-4,-7
COc1cccc(S(=O)(=O)N2CCN(Cc3ccc4c(c3)OCO4)CC2)c1,14*,28,-3,1.5,23,-3,-1,30,-4
COc1cc(NC2c3ncccc3C(=O)N2Cc2ccco2)cc(OC)c1OC (stereo not drawn),4,2,1,-2.7,6,-1,1,16,-4
